Screening results (PubChem BioAssay)
HepG2 tox: counter-screen for TGF-b inhibitors: cytotoxicity in HepG2 cells. HepG2 CAGA-GFP viability, ATP luminescence, 18 h. Potency, µM (highest dose often 46.1 µM), without a hit: at the top dose activity change, negative = cytotoxicity, usual class: cytotoxic. 0.76% of 410,000 active; also: potency is read from the fitted curve at half-maximal effect; some results filed as inactive show a strong effect at the top dose
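CellTiter-Glo luminescence gave cytotoxicity after 18 hours at 37 degrees C. The cells were HepG2 CAGA-GFP in 1% FBS DMEM, stimulated with 500 pg/mL TGF-beta after compound addition. %Activity was normalised to no-cell wells (complete cell-killing) and DMSO (no toxicity), and curves were fitted and classified.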
Nrf2 inh: Nrf2 pathway inhibition. A549 ARE-Fluc reporter, luciferase luminescence, 18-24 h. Potency, µM (titrated, usually from 46 µM), without a hit: at the highest dose activity change, negative = inhibition, most hits filed as inhibitors. 2.1% of 360,000 active; also: potency is read from the fitted curve at half-maximal effect; % is scaled to controls: 0 for no effect and ±100 for the full control effect; nearly all actives have a fitted effect of over 60% in size
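A549 ARE_Fluc cells (5000/well, 5% FBS OPTI-MEM) pre-incubated 2 h, then treated with compounds 18-24 h at 37C/5% CO2 in concentration-response. CellTiter-Fluor viability read first; BugLite luciferase luminescence after 15 min at room temperature gives Nrf2 activity.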
A549 tox: counter-screen for Nrf2 inhibitors: cytotoxicity in A549 cells. AID 504648. 0.16% of 390,000 active. A549 ARE-Fluc cells, CellTiter-Fluor viability, 18-24 h. Potency, µM (titrated, usually from 46 µM), for inactives: at the highest dose activity change, negative = cytotoxicity, usual class: inhibitors; also: potency is read from the fitted curve at half-maximal effect; % is scaled to controls: 0 for no effect and ±100 for the full control effect
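Cytotoxicity counterscreen: CellTiter-Fluor fluorescence was measured in A549 ARE_Fluc cells after 18-24 h of compound exposure in a concentration series. The subsequent BugLite luminescent read reports ARE-luciferase activity.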
IL-2 act: IL-2 activation; IL-2 activation reporter assay, cell-based qHTS; stimulated with anti-CD3/CD4/CD28 beads; in transgenic mouse T cells; activation, % (series mostly up to about 46 µM); 0.065% of 360,000 active; AID 652025; in the data active = activation above about 50%; inconclusive = mostly about 30% to 49%; also: 0% is about no effect
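Screening format: compound pinned onto unstimulated transgenic mouse T cells, 60 min incubation, then anti-CD3/anti-CD4/anti-CD28 bead stimulation for 18 hours at 37 degrees C, followed by EGFP and DsRed detection.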
Nrf2 ARE act: activates Nrf2 signaling; AREc32 ARE-luciferase reporter (MCF7-derived line), luminescence, 24 h; 0.31% of 410,000 active; Potency, µM (doses to about 46.1 µM), for inactives: top-dose activation, usual class: activators; also: potency is read from the fitted curve at half-maximal effect; % of control where 0% means no effect; nearly all actives have a fitted effect of over 65% in size
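Quantitative high-throughput format: AREc32 reporter cells, 1000 per well, received compound by pin transfer and were incubated 24 hr at 37 deg C, 5% CO2, before Steady-Glo luminescence detection.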
EPAC2 agonist: agonists of human EPAC2 (RAPGEF4) | EPAC2 activation, biochemical qHTS; response scale: 100% = 6.5 mM cAMP response | Potency, µM (top dose mostly 154 µM), for inactives: top-dose activation, hits mostly activators | 0.079% of 360,000 active | AID 720711; also: potency is read from the fitted curve at half-maximal effect; nearly all actives have a fitted effect of over 50% in size
Target sequence (Q8WZA2 whole entry, looked up): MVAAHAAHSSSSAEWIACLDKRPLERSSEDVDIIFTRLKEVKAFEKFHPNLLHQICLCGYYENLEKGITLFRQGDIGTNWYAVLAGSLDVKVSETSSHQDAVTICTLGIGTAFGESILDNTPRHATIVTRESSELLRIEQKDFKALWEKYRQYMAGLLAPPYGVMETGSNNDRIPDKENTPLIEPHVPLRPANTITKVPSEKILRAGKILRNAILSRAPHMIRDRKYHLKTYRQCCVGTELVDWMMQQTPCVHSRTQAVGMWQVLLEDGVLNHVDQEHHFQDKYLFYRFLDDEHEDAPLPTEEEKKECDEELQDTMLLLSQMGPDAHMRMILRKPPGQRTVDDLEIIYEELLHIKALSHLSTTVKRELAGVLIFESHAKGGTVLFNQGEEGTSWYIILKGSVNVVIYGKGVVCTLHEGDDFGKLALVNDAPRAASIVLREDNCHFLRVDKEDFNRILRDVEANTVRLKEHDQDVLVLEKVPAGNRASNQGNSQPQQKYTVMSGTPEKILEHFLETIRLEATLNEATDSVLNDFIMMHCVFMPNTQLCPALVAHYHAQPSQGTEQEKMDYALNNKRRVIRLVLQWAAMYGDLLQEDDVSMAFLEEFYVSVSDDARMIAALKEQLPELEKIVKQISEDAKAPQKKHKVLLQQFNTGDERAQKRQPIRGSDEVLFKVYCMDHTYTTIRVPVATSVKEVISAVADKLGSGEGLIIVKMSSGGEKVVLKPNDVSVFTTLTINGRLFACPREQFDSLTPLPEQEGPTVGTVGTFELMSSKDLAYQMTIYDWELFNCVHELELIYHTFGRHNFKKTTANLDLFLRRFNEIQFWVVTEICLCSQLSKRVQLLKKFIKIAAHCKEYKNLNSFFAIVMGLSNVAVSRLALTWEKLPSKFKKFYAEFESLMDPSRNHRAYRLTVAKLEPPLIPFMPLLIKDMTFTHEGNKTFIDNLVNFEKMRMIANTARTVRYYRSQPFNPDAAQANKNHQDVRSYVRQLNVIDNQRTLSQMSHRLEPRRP
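Compounds were added across a concentration range to EPAC2 (100 nM), RAP1B-BODIPY-GDP (250 nM) and GDP (50 uM). After 5 min at room temperature, fluorescence was recorded at 5-min intervals for 30 min.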
ATXN2 expr inh: ATXN2 expression inhibition | HEK-293 ATXN2-luciferase reporter, luminescence, 24 h | Potency, µM (series often up to 57 µM), for the others: top-dose activity change, negative = inhibition, hits mostly inhibitors | 0.72% of 360,000 active | AID 1745845; also: potency is read from the fitted curve at half-maximal effect; % is scaled to controls: 0 for no effect and ±100 for the full control effect; nearly all actives have a fitted effect of over 55% in size
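ATXN2-luciferase reporter cells (luciferase flanked by upstream and downstream ATXN2 gene portions) were treated 24 h at 37 °C with compounds at up to 57 uM. SteadyGlo luminescence gave expression; GF-AFC fluorescence gave viability.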
S2 tox: reduces viability in counter-screen for ATXN expression inhibitors; Potency, µM (titrated, usually from 56.7 µM), hits mostly cytotoxic; AID 651635; 0.49% of 400,000 active; S2 cells (HEK-293 line with an ATXN2-luciferase reporter) viability, CellTiter-Fluor protease fluorescence, 24 h; also: potency is read from the fitted curve at half-maximal effect; nearly all actives have a fitted effect of over 40% in size
TGFb SMAD3 inh: TGF-b pathway inhibition. AID 588855. Potency, µM (top dose mostly 46.1 µM), inactives show at the top dose activity, negative = inhibition, usual class: inhibitors. 1.2% of 410,000 active. HepG2 CAGA-GFP TGF-b/SMAD3 reporter, GFP fluorescence, 18 h; TGF-beta stimulated, 500 pg/mL final; also: potency is read from the fitted curve at half-maximal effect; % is scaled to controls: 0 for no effect and ±100 for the full control effect; nearly all actives have a fitted effect of over 65% in size
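GFP signal (ex488/em500-530) from TGF-beta-stimulated HEPG2 CAGA-GFP cells, 500 pg/mL final, 18 h at 37 degrees C in DMEM plus 1% FBS, normalized to unstimulated and DMSO-stimulated controls.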
The depositor's hits bear a star; i = inactive; ? = inconclusive; nt = not tested or not shown; [ ] = another dose, or the depositor's remark. Unless noted, calls follow the shape of the dose curve; as a rule, active = well fitted curve in the direction sought with a large enough effect; inconclusive = small, poorly fitted or top-dose-only effect, or another doubt; inactive = no such curve, though single readings can be large; an effect the other way counts as inactive or inconclusive.

No. | smiles | TGFb SMAD3 inh | ATXN2 expr inh | EPAC2 agonist | HepG2 tox | Nrf2 ARE act | A549 tox | Nrf2 inh | IL-2 act | S2 tox
1 | CCN(CC)CCN(C(=O)c1ccc2c(c1)OCCO2)c1nc2ccc(C)cc2s1 | -12% | -2% | 22% | -20% | 0.0% | 9% | 16% | -1.3 | i
2 | CCOc1ccccc1NC(=S)C(=C([O-])c1ccc2c(c1)OCCO2)[n+]1ccc(CC)cc1 | 4% | -3% | 3% | -5% | 7.9% | 0% | 4% | -0.5 | i
3 | COc1cccc(CNC(=O)Cn2ncc3c4ccccc4n(C)c3c2=O)c1 | -28% | 10% | nt | 7% | 0.5% | -2% | 5% | nt | i
4 | O=C(Nc1ccccc1)C1=C[C@@H](C2CCCCC2)C[C@@H](OCCCCO)O1 | -20% | 8% | 12% | -4% | 3.9% | 2% | ? | -0.1 | i
5 | CC(=O)Oc1ccc(-c2csnn2)cc1 | 16% | 1% | 9% | 5% | 0.4% | -4% | -1% | 0.8 | i
6 | CCOC(=O)c1[nH]c(C)c(C(=O)NCCCN2CCOCC2)c1C | -3% | 0% | 0% | 0% | 0.0% | 1% | 11% | 0.7 | i
7 | Cc1cccc(OCCOC(=O)C2CCN(S(=O)(=O)c3ccc(C)c(C)c3)CC2)c1 | -3% | -7% | 12% | -51% | 2.3% | -1% | 11% | 3.5 | i
8 | COc1cccc(C(=O)N/N=C2/SCC(=O)N2CCc2ccc(OC)c(OC)c2)c1 | -4% | 4% | 4% | 2% | 0.3% | 1% | 0% | -0.4 | i
9 | CC(=O)Nc1c(C)nn(-c2ccc(C)c(C)c2)c1C | 1% | 11% | -4% | 5% | 1.2% | 1% | 15% | -1.1 | i
10 | COc1ccc(CNC(=O)C2CCCN(S(=O)(=O)c3c(C)n[nH]c3C)C2)cc1 (stereo not drawn) | -11% | -6% | 8% | -3% | 0.2% | 5% | 2% | -1.0 | i
11 | CCc1nnc(NC(=O)CCC(=O)Nc2ccc(C)cc2)s1 | -3% | nt | 13% | -1% | -0.4% | 1% | 25% | 0.6 | i
12 | CCc1ccc2ncc(C(=O)c3ccc(C)c(C)c3)c(N3CCC(C(N)=O)CC3)c2c1 | ? | -22% | nt | -35% | 0.7% | -9% | 7% | nt | ?

Structural class: the compounds so far with an NH in an aromatic ring
No. | smiles | TGFb SMAD3 inh | ATXN2 expr inh | EPAC2 agonist | HepG2 tox | Nrf2 ARE act | A549 tox | Nrf2 inh | IL-2 act | S2 tox
6 | CCOC(=O)c1[nH]c(C)c(C(=O)NCCCN2CCOCC2)c1C | -3% | 0% | 0% | 0% | 0.0% | 1% | 11% | 0.7 | i
10 | COc1ccc(CNC(=O)C2CCCN(S(=O)(=O)c3c(C)n[nH]c3C)C2)cc1 (stereo not drawn) | -11% | -6% | 8% | -3% | 0.2% | 5% | 2% | -1.0 | i

Ordered by value in IL-2 act (low to high): some entries from above
cpd	SMILES	EPAC2 agonist	Nrf2 ARE act	IL-2 act
9	CC(=O)Nc1c(C)nn(-c2ccc(C)c(C)c2)c1C	-4%	1.2%	-1.1
8	COc1cccc(C(=O)N/N=C2/SCC(=O)N2CCc2ccc(OC)c(OC)c2)c1	4%	0.3%	-0.4
4	O=C(Nc1ccccc1)C1=C[C@@H](C2CCCCC2)C[C@@H](OCCCCO)O1	12%	3.9%	-0.1

Back to the main list; the 3 compounds before the break are reprinted first.
No. | smiles | TGFb SMAD3 inh | ATXN2 expr inh | EPAC2 agonist | HepG2 tox | Nrf2 ARE act | A549 tox | Nrf2 inh | IL-2 act | S2 tox
10 | COc1ccc(CNC(=O)C2CCCN(S(=O)(=O)c3c(C)n[nH]c3C)C2)cc1 (stereo not drawn) | -11% | -6% | 8% | -3% | 0.2% | 5% | 2% | -1.0 | i
11 | CCc1nnc(NC(=O)CCC(=O)Nc2ccc(C)cc2)s1 | -3% | nt | 13% | -1% | -0.4% | 1% | 25% | 0.6 | i
12 | CCc1ccc2ncc(C(=O)c3ccc(C)c(C)c3)c(N3CCC(C(N)=O)CC3)c2c1 | ? | -22% | nt | -35% | 0.7% | -9% | 7% | nt | ?
13 | Cc1nnc(SCC(=O)Nc2ccccc2F)n(N)c1=O | 4% | 1% | -2% | -4% | -0.2% | -3% | 0% | -0.5 | i
14 | C1=C(CCNc2ncnc3c2cnn3-c2ccccc2)CCCC1 | 0% | 92%[activator] | -6% | -1% | 0.2% | 1% | ? | -1.1 | i
15 | CC(=O)c1ccc(N2CCN(C(=O)CCCCn3c(=O)[nH]c4ccsc4c3=O)CC2)cc1 | 13% | -2% | nt | -2% | 0.2% | ? | -4%[9.27 µM] | nt | i
16 | CCCN(CC(=O)Nc1ccccc1C)C(=O)C1CCN(S(=O)(=O)c2ccc3c(c2)OCCO3)CC1 | -4% | 10% | 6% | -22% | -0.3% | 4% | ? | 0.7 | i
17 | O=C(Nc1ccnn1C1CCN(Cc2ccc3nonc3c2)CC1)c1cccc(F)c1 | ? | -15% | -2% | 3% | -0.1% | -2% | -22% | -0.4 | i
18 | CCOc1cc(C)c(S(=O)(=O)Nc2ccc3cn[nH]c3c2)cc1C | ? | 4% | -12% | -39% | 3.1% | -4% | ? | -3.0 | i
19 | CSc1ccccc1NC(=O)CCn1c(=O)sc2ccccc21 | -5% | -32% | 4% | -27% | 0.9% | 2% | -17% | -1.4 | i
20 | CCn1c(CNC(=O)c2ccc(OC)cc2)nnc1SCC(=O)Nc1cccc(C)c1C | ? | -7% | nt | -18% | -0.6% | -15% | 20% | nt | ?
21 | Cc1ccc(S(=O)(=O)NCCCN2CCOCC2)cc1C | -17% | -7% | -9% | -3% | -0.4% | 0% | 7% | -1.0 | i
22 | CCOC(=O)c1nnn(CC(=O)Nc2cccc(Cl)c2C)c1C(=O)OCC | 0% | 1% | -11% | -11% | -0.7% | 1% | -5% | -2.7 | i
23 | COc1ccc(Br)cc1CNC(=O)CSc1n[nH]c(-c2ccccc2)n1 | ? | nt | nt | -28% | 0.2% | 0% | nt | nt | nt
24 | CCS(=O)(=O)Nc1ccc(C2=NN(C(C)=O)C(c3cccs3)C2)cc1 (stereo not drawn) | -17% | nt | 7% | -25% | 0.3% | -16% | -3% | 1.1 | i

No. | smiles | TGFb SMAD3 inh | ATXN2 expr inh | EPAC2 agonist | HepG2 tox | Nrf2 ARE act | A549 tox | Nrf2 inh | IL-2 act | S2 tox
25 | COc1ccc(S(=O)(=O)NC(CC(=O)NCC2CCCO2)c2ccco2)cc1 (stereo not drawn) | 2% | 3% | 6% | 12% | -0.2% | 1% | nt | 0.8 | i
26 | Cc1ccc(-c2cc(C(F)F)n3ncc(C(=O)N4CCN(c5ccccn5)CC4)c3n2)cc1 | -13% | -36% | 5% | -24% | 0.0% | -7% | -2% | 0.2 | ?
27 | O=S(=O)(c1ccccc1)c1nc(-c2ccco2)oc1NCCCN1CCOCC1 | -25% | 2% | -1% | -7% | 2.6% | -4% | nt | -4.8 | i
28 | CCCn1c(N)c(C(=O)CSc2nnc(N)s2)c(=O)[nH]c1=O | -8% | nt | 3% | -21% | -0.4% | 6% | -12% | 0.2 | i
29 | O=C(NCc1cccnc1)c1cccc(S(=O)(=O)NCc2ccccc2)c1 | ? | 9% | -4% | 4% | 0.0% | -9% | -10% | -1.6 | i
30 | CN(c1ccc(C(=O)NC2CC3CCC2C3)cc1)S(C)(=O)=O (stereo not drawn) | 19% | 6% | 0% | 2% | 0.0% | 3% | 8% | -0.6 | i
31 | O=C(NCCS(=O)(=O)N1CCN(c2ccc(F)cc2)CC1)c1ccc2c(c1)OCO2 | 0% | 5% | -7% | 0% | -0.1% | 0% | 1% | 0.1 | i
32 | Cc1cccc(-n2c(C)cc(/C=N/NC(N)=S)c2C)c1 | ? | 3% | 12% | -27% | -0.3% | -4% | 17% | -3.6 | ?
33 | COc1ccc(Cl)cc1NC(=O)c1[nH]nc(OC)c1[N+](=O)[O-] | -4% | -10% | 1% | 0% | 13% | -2% | 3% | 0.3 | i
34 | Cc1cnc(C(=O)OC(C)C(=O)Nc2ccccc2-c2ccccc2)cn1 (stereo not drawn) | -5% | -20% | 14% | -32% | 0.3% | -1% | -6% | 0.3 | i
35 | CCOc1ccc2oc(C(=O)NNC(=O)c3csc(N4CCOCC4)n3)c(C)c2c1 | -4% | -12% | 0% | -8% | 1.7% | 13% | -4% | -1.1 | i
36 | CCC(=O)N1CCC2(CC1)Oc1ccc(Cl)cc1C(=O)C21CC(c2cccnc2)=NO1 (stereo not drawn) | 0% | 0% | 0% | -20% | 0.4% | -2% | 7% | -4.1 | i

No. | smiles | TGFb SMAD3 inh | ATXN2 expr inh | EPAC2 agonist | HepG2 tox | Nrf2 ARE act | A549 tox | Nrf2 inh | IL-2 act | S2 tox
37 | O=C(Cn1cnc2c(nnn2-c2ccccc2)c1=O)N1CCOCC1 | -20% | 7% | 11% | -14% | 3.7% | 0% | 4% | -2.5 | i
38 | CCOc1ccc(Cn2nnc(C(=O)Nc3ccc(OC)cc3OC)c2N)cc1 | -12% | -1% | 0% | -18% | -0.1% | ? | 0% | 2.0 | i
39 | CCOC(=O)C1CCCc2c1[nH]c1c(C(N)=O)cccc21 (stereo not drawn) | 1% | 1% | 2% | -2% | -0.2% | -1% | -15% | 3.0 | i
40 | CCOC(=O)c1cc(OC(=O)c2cccc(Cl)c2)n(-c2ccccc2)n1 | -3% | nt | nt | 4% | -0.1% | 5% | nt | nt | nt
41 | CCOc1ccc(C/C(O)=C2\C(=O)CC(C)(C)CC2=NCC(=O)O)cc1OCC | -3% | 3% | 14% | 1% | 0.0% | -6% | -2% | -0.6 | i
